Akt phos inh – Akt phosphorylation inhibition; Neuro2A IGF-stimulated pAkt S473 HTRF, 20 min; hits give low values; activity change, % for hits at 50 µM; hit rate 0.32% among 360,000; AID 651550; in the data active means activity change below about -80%; inconclusive means mostly about -51% to -80%; further: on the % scale 0 is the no-effect control and ±100 the full control effect
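Neuro2A cells in DMEM with 0.5% FBS, overnight at 37 deg C, given compound at single 50 µM final, then IGF (6 nM final) for 20 min at 37 deg C. Lysed; phospho-Akt Ser473 by HTRF after 24 h, 665/615 ratio.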
PTHR1 agonist – PTHR1 (human) receptor agonism | Q03431 | HEK293 GP2 PTHR1 cells, GloSensor cAMP luminescence, 1 h | Potency, µM (highest dose often 115 µM), for the others: at the highest dose activation, actives largely listed as activators | hit rate 0.075% among 410,000 | AID 743266; further: potency means the concentration at half of the fitted maximal effect; nearly all actives have a fitted effect of over 55% in size; some results filed as inactive show a strong effect at the top dose; inactives centre near -15; many of its hits are not listed in these tables
Target sequence (Q03431 whole entry, looked up): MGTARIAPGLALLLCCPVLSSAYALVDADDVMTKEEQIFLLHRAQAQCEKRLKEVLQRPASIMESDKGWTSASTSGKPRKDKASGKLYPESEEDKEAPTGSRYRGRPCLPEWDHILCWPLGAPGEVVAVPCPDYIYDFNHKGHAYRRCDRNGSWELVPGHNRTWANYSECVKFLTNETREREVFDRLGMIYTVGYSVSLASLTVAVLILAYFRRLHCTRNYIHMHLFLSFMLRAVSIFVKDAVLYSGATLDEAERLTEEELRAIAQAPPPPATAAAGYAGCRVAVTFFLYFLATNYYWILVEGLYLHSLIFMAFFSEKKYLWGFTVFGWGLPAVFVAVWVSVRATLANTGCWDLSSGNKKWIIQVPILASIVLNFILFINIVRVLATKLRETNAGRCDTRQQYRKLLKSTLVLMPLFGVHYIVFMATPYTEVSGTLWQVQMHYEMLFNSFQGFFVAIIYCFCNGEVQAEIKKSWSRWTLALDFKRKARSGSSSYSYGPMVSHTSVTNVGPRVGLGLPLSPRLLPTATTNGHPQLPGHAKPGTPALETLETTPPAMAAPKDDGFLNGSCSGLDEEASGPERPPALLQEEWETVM
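HEK-293-derived GP2 cells expressing PTHR1 and a GloSensor cAMP reporter, 3,000/well, plated overnight, given luciferin plus IBMX (each 0.5 mM as added) for 1 h at 37 °C, then compound for 1 h at 37 °C. Luminescence was read after 15 min at room temperature.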
GLP-1R inv ag – inverse agonists of human GLP-1 receptor | P43220 | HEK293 GLP-1R CRE-luciferase, luminescence, 24 h; GLP-1R form is constitutively active | Potency, µM (top dose mostly 38.3 µM), inactives show at the top dose activity change, negative = inhibition, most hits filed as inhibitors | hit rate 1.6% among 410,000 | AID 624417; further: potency means the concentration at half of the fitted maximal effect; on the % scale 0 is the no-effect control and ±100 the full control effect; nearly all actives have a fitted effect of over 55% in size
Target sequence (P43220 whole entry, looked up): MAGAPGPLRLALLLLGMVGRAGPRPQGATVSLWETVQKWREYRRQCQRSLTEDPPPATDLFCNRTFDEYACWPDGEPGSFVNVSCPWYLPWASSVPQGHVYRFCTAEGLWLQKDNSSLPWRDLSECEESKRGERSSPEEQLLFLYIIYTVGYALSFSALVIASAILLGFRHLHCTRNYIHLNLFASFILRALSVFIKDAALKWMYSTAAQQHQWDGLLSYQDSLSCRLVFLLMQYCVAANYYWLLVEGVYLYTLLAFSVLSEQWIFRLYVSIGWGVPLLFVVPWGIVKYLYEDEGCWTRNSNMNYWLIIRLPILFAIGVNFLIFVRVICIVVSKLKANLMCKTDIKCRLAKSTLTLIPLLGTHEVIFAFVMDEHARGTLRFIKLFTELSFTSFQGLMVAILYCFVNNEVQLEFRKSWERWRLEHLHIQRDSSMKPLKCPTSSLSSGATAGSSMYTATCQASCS
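Inverse agonism was detected as reduced cAMP-driven luciferase luminescence after 24 h compound treatment. The cells were HEK293 clones expressing constitutively active human GLP-1R with the reporter. Reporter-only and GPR119 cell lines served as counterscreen controls.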
GLP-1R agonist – activates the human GLP-1 receptor | P43220 | HEK293 GLP-1R CRE-luciferase, luminescence, 4-6 h; cells express a hypersensitive GLP-1R form | Potency, µM (highest dose often 45.6 µM), without a hit: at the highest dose activation, actives largely listed as activators | hit rate 0.007% among 380,000 | AID 624172; further: potency means the concentration at half of the fitted maximal effect; % of control where 0% means no effect
DRD3 antagonist – D3 dopamine receptor (human) antagonism | P35462 | D3R cells, DiscoveRx beta-arrestin luminescence, antagonist mode; hits give low values | max response, negative = inhibition, % | hit rate 2.5% among 360,000; in the data active means max response below about -50%; inconclusive means no clear call, values can overlap the other calls; further: on the % scale 0 is the no-effect control and ±100 the full control effect; mostly tested at two doses, the higher about 12 µM
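Cells expressing the human receptor were seeded at 1500 cells/well, incubated overnight at 37 degrees C in 5% CO2, then exposed to library compounds with dopamine controls for 90 minutes at 37 degrees C before luminescent detection.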
TDP43 rescue – TDP-43 toxicity inhibition in yeast | TDP-43 expressing yeast growth rescue, BacTiter-Glo, 24 h | Potency, µM (top dose mostly 46.1 µM), without a hit: top-dose growth rescue (activation), hits mostly activators | hit rate 1.8% among 410,000 | AID 652104; further: potency means the concentration at half of the fitted maximal effect; % of control where 0% means no effect; nearly all actives have a fitted effect of over 50% in size
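Galactose-induced TDP-43 yeast, OD600=0.02, compound pinned; 24 hr, 30 deg C; BacTiter-Glo luminescence for growth. Inhibitors of TDP-43 toxicity read as activators.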
FUS yeast rescue – rescues growth of FUS-expressing yeast; S. cerevisiae FUS-expressing, growth rescue, OD600, 24 h; Potency, µM (titrated, usually from 76.6 µM), without a hit: top-dose growth rescue (activation), most hits filed as activators; hit rate 0.24% among 390,000;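 further: potency means the concentration at half of the fitted maximal effect; plate controls were DMSO vehicle for no effect and reference control for full effect; nearly all actives have a fitted effect of over 55% in size; some results filed as inactive show a strong effect at the top dose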
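Absorbance at 600 nm, taken 24hr after compound addition, measured rescue of FUS-yeast growth at 30C. Induction used 2% galactose with seeding at OD 0.005. Controls: CP55940 from 92uM final, DMSO only.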
aSyn rescue – inhibitors of alpha-synuclein toxicity in yeast. Yeast expressing alpha-synuclein, growth rescue, BacTiter-Glo, 24 h. Potency, µM (top dose mostly 46.1 µM), for inactives: top-dose growth rescue (activation), most hits filed as activators. hit rate 0.14% among 370,000; further: potency means the concentration at half of the fitted maximal effect; % of control where 0% means no effect; nearly all actives have a fitted effect of over 65% in size
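Screening used galactose-induced yeast with toxic alpha-synuclein levels, exposed to compound for 24 hr at 30 deg C. Cell growth, read with BacTiter-Glo luminescence, gave the measured signal.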
Abeta yeast res – restores growth of yeast expressing A-beta42 peptide; yeast expressing A-beta42, growth rescue, OD600, 48 h; response scale: 0% DMSO, 100% iron-clioquinol control; Potency, µM (highest dose often 46.1 µM), for the others: top-dose growth rescue, hits mostly activators; hit rate 0.063% among 410,000; AID 1347071; further: potency means the concentration at half of the fitted maximal effect; nearly all actives have a fitted effect of over 55% in size
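Growth rescue measured by 600 nm absorbance after 48 h yeast culture at 30 C with compound. Values normalized between DMSO and an equimolar ferric chloride plus clioquinol control.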
An asterisk follows results filed as active; i = inactive; ? = inconclusive; / = no result given; [ ] = another dose, or the depositor's remark. Unless noted, the call rests on the fitted dose curve; in most records, active means well fitted curve in the direction sought with a large enough effect; inconclusive means small, poorly fitted or top-dose-only effect, or another doubt; inactive means no such curve, though single readings can be large; an effect the other way counts as inactive or inconclusive. Some of the compounds tested, so the mix of outcomes need not match the whole.

The opening 3 records (preview)
SMILES | Akt phos inh | PTHR1 agonist | GLP-1R inv ag | GLP-1R agonist | DRD3 antagonist | TDP43 rescue | FUS yeast rescue | aSyn rescue | Abeta yeast res
COc1ccc(-c2nnn(CC(=O)N(CCCN3CCOCC3)C(C(=O)NC3CCCC3)c3ccco3)n2)cc1 (stereo not given) | i | 0% | -6% | 9% | 3 | -4%[9.22 µM] | 13% | 2% | 5%
COc1ccc(NC2CCCN(C(=O)c3ccc4[nH]c(C)c(C)c4c3)C2)cc1OC (stereo not given) | i | i | 111%[activator] | 19% | 4 | 18% | ? | -4% | 17%
Cc1ccc(NC(=O)NN2CCN(C)CC2)cc1C | i | i | 0% | 0% | 8 | 1% | 9% | 1% | -5%

The list itself, repeating the preview:
SMILES | Akt phos inh | PTHR1 agonist | GLP-1R inv ag | GLP-1R agonist | DRD3 antagonist | TDP43 rescue | FUS yeast rescue | aSyn rescue | Abeta yeast res
COc1ccc(-c2nnn(CC(=O)N(CCCN3CCOCC3)C(C(=O)NC3CCCC3)c3ccco3)n2)cc1 (stereo not given) | i | 0% | -6% | 9% | 3 | -4%[9.22 µM] | 13% | 2% | 5%
COc1ccc(NC2CCCN(C(=O)c3ccc4[nH]c(C)c(C)c4c3)C2)cc1OC (stereo not given) | i | i | 111%[activator] | 19% | 4 | 18% | ? | -4% | 17%
Cc1ccc(NC(=O)NN2CCN(C)CC2)cc1C | i | i | 0% | 0% | 8 | 1% | 9% | 1% | -5%
O=C(OCC(=O)N1CCN(C(=O)COC(=O)c2ccncc2)CC1)c1ccncc1 | i | i | 3% | -4% | 9 | 11% | -10% | 0% | 17%
COc1ccc(NC(=O)CSc2nc3nc(C)c(Cc4ccc(C)cc4)c(C)n3n2)cc1OC | / | i | 20% | / | / | 24% | 21% | / | -3%
COc1ccc(CC(NC(C)=O)C(=O)NC2CCN(C(=O)c3cc(OC)c(OC)c(OC)c3)CC2)cc1 (stereo not given) | i | i | -5% | 0% | -4 | -7% | -28% | 0% | -1%
COc1ccc(CC(=O)Nc2ccc(F)c(F)c2F)cc1S(=O)(=O)N1CCOCC1 | i | -4% | 19% | 16% | 0 | 21% | 10% | 6% | 0%
O=C(COC(=O)c1cnccn1)NC(=O)c1ccccc1 | i | i | -22% | 1% | 0 | -12% | 0% | -1% | -21%
CCn1cc(C(=O)N2CCN(c3cc(C)ccc3C)CC2)c(=O)c2cc(S(=O)(=O)N(C)C3CCCCC3)ccc21 | / | -68%[inhibitor] | 10% | 0% | / | 13% | 0% | / | 4%
Cc1ccc2c(c1)C1C=CCC1C(C(=O)NCCCN1CCOCC1)N2 (stereo not given) | i | -17% | 13% | 6% | 13 | 13% | 6% | 0% | -2%
CCOc1cc(/C=C(\C#N)C(=O)Nc2ccccn2)ccc1O | i | -5% | 1% | 1% | -2 | 6% | 2% | -12% | 9%
CCOC(=O)N1CCN(c2nnnn2-c2ccccc2)CC1 | i | i | 0% | -5% | 8 | 4% | -14% | -17% | -4%
CCC(C)(C)n1nnnc1C(c1ccc(N(C)C)cc1)N1CCN(C2CCCCC2)CC1 (stereo not given) | i | -8% | 21% | 12% | ? | -2% | -18% | -1% | 4%
CC(OC(=O)c1nccnc1N)C(=O)Nc1ccc(S(=O)(=O)N2CCCC2)cc1 (stereo not given) | i | -28% | 13% | 5% | -2 | -2% | 3% | -5% | -3%
O=C(CCSCCC(=O)NN=Cc1cccc(Cl)c1)NN=Cc1cccc(Cl)c1 | i | -12% | 15% | 0% | 13 | -21% | / | 1% | 0%
O=C1OC(c2ccc(Cl)cc2)/C(=C(/O)c2ccccc2)C1=O (stereo not given) | i | -21% | 0% | -2% | 0 | 16% | 12% | 3% | 9%
COc1ccc([N+](=O)[O-])cc1NCc1cccnc1 | i | i | -24% | 7% | 2 | 10% | -4% | 3% | -15%
CCN(CC)S(=O)(=O)c1ccc(N2CC(C(=O)NCc3cccnc3)CC2=O)cc1 (stereo not given) | i | i | 6% | 5% | 0 | -19% | 15% | -2% | 0%
O=c1c(C(c2c(O)nc3n(c2=O)CCS3)c2cccc3ccccc23)c(O)nc2n1CCS2 | i | -13%[57.5 µM] | -16% | 4% | -15 | 3% | 48% | -3% | 15%
COC(=O)[C@H](CC(C)C)NC(=O)NCCC1=CCCCC1 | i | -14% | -5% | 6% | -15 | -19% | 14% | 0% | -3%
Cc1ccc(NC(=O)NC(=O)CN2C(=O)NC3(CCc4ccccc43)C2=O)c(C)c1 (stereo not given) | i | 21%[57.5 µM] | -30% | 7% | 13 | 25% | 8% | 3% | 15%
O=C(C1=C[C@H](c2csc3ccccc23)C[C@H](OCc2ccc(CO)cc2)O1)N1CCOCC1 | i | i | -5% | 12% | 20 | 16% | 33% | 14% | 8%
O=c1oc(-c2cccs2)nc2sc3c(c12)CCCCC3 | i | -17%[57.5 µM] | -5% | 0% | 3 | 6% | -20% | -2% | 12%
N=C1C(c2nc3ccccc3[nH]2)=C(O)CN1NC(=O)c1c[nH]c2ccccc12 | i | i | 20% | -4% | 24 | 2% | 6% | 3% | -3%
Cc1cccc(C)c1OCc1cc(C(=O)NC2CCC(O)CC2)no1 (stereo not given) | i | -6% | 12% | -1% | -4 | 14% | 7% | 2% | 9%
COc1ccccc1N1CCN(CC(O)c2c(C)[nH]c3ccccc23)CC1 (stereo not given) | i | i | -13% | -3% | -79* | -2% | 25% | 2% | 11%
CC(C)N1CC=C2C(C#N)=C(N)C(C#N)(C#N)C(c3ccccc3)C2C1 (stereo not given) | i | i | -7% | -12% | -77* | -12% | 20% | 7% | -14%
Cc1nnc(NC(=O)CSc2nccn2C)s1 | i | i | -1% | -6% | 5 | -7% | -6% | 1% | 24%
CCC(C)N(C(=O)COc1ccc(Br)cc1C=O)C1CCS(=O)(=O)C1 (stereo not given) | i | i | -14% | -8% | 7 | 8% | -1% | 3% | 1%
O=C(CCCCn1c(=O)c2ccccc2n(Cc2cccc(Cl)c2)c1=O)NCc1ccc2c(c1)OCO2 | / | -1% | -15% | 1% | / | 21% | 14% | / | 3%
Cc1nnc(C)n1/N=C/c1ccc(C(=O)O)cc1 | i | -1%[57.5 µM] | 0% | -4% | 8 | 2% | 6% | 7% | 13%
COc1ccc2[nH]c(=O)c(CN(Cc3cccnc3)C(=S)NCC3CCCO3)cc2c1 (stereo not given) | i | -19% | 8% | 11% | 10 | 0% | 12% | 0% | -9%
CCC1(c2ccccc2)NC(=O)N(CC(=O)Nc2ccccc2N2CCCCC2)C1=O (stereo not given) | i | -53% | ? | 14% | 3 | 16% | / | 4% | 10%
Cc1ccc(NC(=O)CSc2nc(-c3cccs3)nc3cc(=O)[nH]n23)cc1 | / | i | 10% | / | / | 0% | -14% | / | -15%
CSCCC1NC(=O)C(C(C)=NNC(N)=O)=C1O (stereo not given) | i | i | 3% | 1% | 0 | 4% | / | -5% | -9%
O=C(CSc1nnnn1-c1ccccc1)Nc1nsc(-c2ccc(Cl)cc2)n1 | i | i | ? | -11% | 19 | 22% | 15% | -6% | 1%
NC1=NC(c2cccc(Cl)c2)n2c(nc3ccccc32)N1 (stereo not given) | / | -3% | 10% | / | / | 22% | -16% | / | -10%
Cc1cc(Nc2cccc(F)c2)nc(NCc2ccccc2)n1 | i | -9% | ? | 5% | 5 | 3% | 7% | -14% | -26%
CCc1ccc(-c2cc3c(=O)n(CC(=O)N4CCCC4)nc(C)n3n2)cc1 | i | i | 4% | -5% | 12 | -6% | -17% | 6% | -6%
CCOc1ccccc1NC(=O)C1CCN(S(=O)(=O)c2ccc3[nH]c(=O)ccc3c2)CC1 | / | -23% | -4% | 1% | / | 16% | 3% | 2% | -2%
O=C(c1ccc(Cl)c(S(=O)(=O)N2CCCCCC2)c1)N1CCCC(C(F)(F)F)C1 (stereo not given) | i | -40%[inhibitor] | ? | 2% | -6 | ? | 21% | -5% | 19%
CC(C)c1ccc(/C=C/C(=O)NCCCN2CCOCC2)cc1 | i | i | ? | 2% | 41 | 23% | / | 6% | -11%
O=C(Nc1ccc(OC(F)(F)F)cc1)c1ccc2nc[nH]c2c1 | i | -23% | ? | -3% | -5 | 0% | -10% | 5% | -5%
O=C1c2ccccc2-c2ncnc3c(N4CCOCC4)cc(N4CCOCC4)c1c23 | i | -10% | 27% | -3% | 49 | -13% | 19% | 2% | -5%
Cn1cnnc1SCC(=O)Nc1sc2c(c1C(N)=O)CCC2 | i | ? | -1% | 2% | -4 | 0% | 7.1µM* | 2% | -22%
CCn1cc(C(=O)NCCC(=O)NC(C)C)c(=O)c2cc3c(cc21)OCO3 | i | -2% | 15% | -4% | 10 | -7% | -14% | 2% | 4%
Cn1c(=O)[nH]c(=O)c2c1nc(Br)n2CC(O)COc1ccc(Cl)cc1 (stereo not given) | i | -6% | ? | -1% | 60 | -12% | -8% | -12% | -14%
CN(C)S(=O)(=O)c1cc(NC(=O)CNCCN2CCOCC2)ccc1Cl | i | i | 46%[activator] | -7% | 7 | 4% | -23% | -9% | -14%
CCOc1ccccc1OCC(=O)Nc1ccc(S(=O)(=O)Nc2ncccn2)cc1 | i | -11%[57.5 µM] | 3% | 12% | 3 | -3% | -4% | -3% | 1%
O=C(Cn1ncc2c([nH]c3ccccc32)c1=O)NCCc1ccccc1 | i | ? | 3% | 1% | -15 | -5% | 3% | -2% | -6%
Cc1ccc(C(=O)c2ccc([N+](=O)[O-])cc2)c(C)c1 | i | -14% | -16% | -2% | 13 | ? | -38% | -1% | -3%[9.22 µM]
CC(C)NC(=O)CN1CCC(O)(c2ccccc2)CC1 | i | -4%[57.5 µM] | 2% | -8% | ? | -13% | -7% | 6% | 18%

Screening results from PubChem.
